Source: PubChem (National Center for Advancing Translational Sciences (NCATS))
GLP1R inv ag = acts as inverse agonist at human GLP-1 receptor; P43220; HEK293 GLP-1R CRE-luciferase, luminescence, 24 h; GLP-1R form is constitutively active; Potency, µM (top dose mostly 38.3 µM), without a hit: at the top dose activity change, negative = inhibition, usual class: inhibitors; 1.6% of 410,000 active; further: potency means the concentration at half of the fitted maximal effect; on the % scale 0 is the no-effect control and ±100 the full control effect; nearly all actives have a fitted effect of over 55% in size
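Readout was luciferase luminescence, measured 12 min after detection reagent at room temperature. Beforehand, GLP-1R reporter HEK293 cells had sat 12 h, then received compounds for 24 hr at 37 deg C.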
EPAC1 antagonist = EPAC1 (human) antagonism; O95398; Potency, µM (top dose mostly 115 µM), without a hit: at the highest dose activity change, negative = inhibition, usual class: inhibitors; 0.14% of 360,000 active; EPAC1 GEF assay, Rap1b-BODIPY-GDP exchange fluorescence;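 further: potency means the concentration at half of the fitted maximal effect; plate controls were vehicle for no effect and positive control for full effect; nearly all actives have a fitted effect of over 50% in size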
IL2 activator = activates IL-2 in a cell-based reporter assay | 0.065% of 360,000 active | activation, % (series mostly up to about 46 µM) | IL-2 activation reporter assay, cell-based qHTS; stimulated with anti-CD3/CD4/CD28 beads; in transgenic mouse T cells; in the data active means activation above about 50%; inconclusive means mostly about 30% to 49%; further: 0% is about no effect
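Readout is EGFP and DsRed signal by fluorescent plate cytometry after 18 h at 37 degrees C. Transgenic mouse T cells (750/well) received compound for 60 min before bead stimulation (anti-CD3, anti-CD4, anti-CD28); memory T cells served as non-tolerant control.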
PI5P4K alpha inh = inhibitors of human PI5P4K alpha. PI5P4Kalpha enzyme, ADP-Glo luminescence, 60 min; stronger effect = lower value. 1.2% of 330,000 active. max response, %; active means max response of -50% or lower; inconclusive means between -30% and -50%; inactive means -30% or higher; further: value at the top dose of about 77 µM; on the % scale 0 is the no-effect control and ±100 the full control effect
Target sequence (P48426 whole entry, looked up): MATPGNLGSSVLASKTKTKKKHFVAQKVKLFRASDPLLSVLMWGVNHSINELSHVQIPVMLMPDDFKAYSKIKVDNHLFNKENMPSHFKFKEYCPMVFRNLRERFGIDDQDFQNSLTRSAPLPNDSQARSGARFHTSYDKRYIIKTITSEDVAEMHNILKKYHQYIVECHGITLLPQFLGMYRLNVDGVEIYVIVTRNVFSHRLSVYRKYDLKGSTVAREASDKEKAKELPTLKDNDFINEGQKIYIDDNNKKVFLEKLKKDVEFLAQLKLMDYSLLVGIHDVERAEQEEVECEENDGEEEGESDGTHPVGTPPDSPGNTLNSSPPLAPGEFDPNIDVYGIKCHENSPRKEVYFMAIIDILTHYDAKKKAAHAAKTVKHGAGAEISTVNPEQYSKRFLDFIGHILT
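ADP-Glo luminescence end-point read after a 60 min room-temperature kinase reaction of PI5P4Kalpha plus substrate, initiated with ATP at 5 microM final. Buffer: 0.038 M HEPES pH 7.4, EGTA, 0.1% CHAPS, 5% DMSO.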
EPAC1 ag = agonists of human EPAC1. O95398. EPAC1 agonist qHTS, biochemical assay; response scale: 100% = response to 6.5 mM cAMP. Potency, µM (highest dose often 154 µM), inactives show at the top dose activation, hits mostly activators. 0.073% of 360,000 active. AID 720707; further: potency means the concentration at half of the fitted maximal effect; nearly all actives have a fitted effect of over 60% in size
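Multi-concentration qHTS readout: loss of Rap1B-bound BODIPY-GDP fluorescence driven by 100 nM EPAC1 with excess GDP (50 uM), monitored kinetically at room temperature; agonist response expressed relative to 6.5 mM cAMP.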
PTHR1 agonist = agonists of human PTHR1 parathyroid hormone receptor | Q03431 | HEK293 GP2 PTHR1 cells, GloSensor cAMP luminescence, 1 h | Potency, µM (titrated, usually from 115 µM), for the others: top-dose activation, hits mostly activators | 0.075% of 410,000 active | AID 743266; further: potency means the concentration at half of the fitted maximal effect; nearly all actives have a fitted effect of over 55% in size; some results filed as inactive show a strong effect at the top dose; inactives centre near -15; many of its hits are not listed in these tables
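HEK-293-derived GP2 cells expressing PTHR1 and a GloSensor cAMP reporter, 3,000/well, plated overnight, given luciferin plus IBMX (each 0.5 mM as added) for 1 h at 37 °C, then compound for 1 h at 37 °C. Luminescence was read after 15 min at room temperature.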
PLK1 PBD block = PLK1 (human) polo-box domain binding inhibition | P53350 | Plk1 PBD binding of FITC phosphopeptide, fluorescence polarization | Potency, µM, inactives show max response, negative = inhibition, usual class: inhibitors | 2.8% of 360,000 active; further: potency means the concentration at half of the fitted maximal effect; series mostly up to about 57 µM; on the % scale 0 is the no-effect control and ±100 the full control effect; nearly all actives have a fitted effect of over 65% in size
Target sequence (P53350 whole entry, looked up, the tested form may be a part): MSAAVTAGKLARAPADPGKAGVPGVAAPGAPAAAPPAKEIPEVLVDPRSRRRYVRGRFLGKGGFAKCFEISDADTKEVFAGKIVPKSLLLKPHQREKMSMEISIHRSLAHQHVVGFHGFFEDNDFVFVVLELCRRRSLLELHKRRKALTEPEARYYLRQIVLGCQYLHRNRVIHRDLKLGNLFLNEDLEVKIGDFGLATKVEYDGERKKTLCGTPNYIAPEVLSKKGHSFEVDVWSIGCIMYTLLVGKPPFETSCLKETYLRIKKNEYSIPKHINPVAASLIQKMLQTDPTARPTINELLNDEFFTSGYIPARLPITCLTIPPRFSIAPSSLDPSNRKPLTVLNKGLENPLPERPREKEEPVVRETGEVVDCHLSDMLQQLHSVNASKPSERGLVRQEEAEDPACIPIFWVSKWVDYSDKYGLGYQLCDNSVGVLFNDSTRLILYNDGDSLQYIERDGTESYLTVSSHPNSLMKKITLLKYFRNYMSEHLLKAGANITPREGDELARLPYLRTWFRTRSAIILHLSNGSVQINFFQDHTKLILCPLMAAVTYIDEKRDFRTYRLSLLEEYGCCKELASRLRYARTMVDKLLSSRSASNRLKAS
GLP1R ag = activates the human GLP-1 receptor; 0.007% of 380,000 active; HEK293 GLP-1R CRE-luciferase, luminescence, 4-6 h; cells express a hypersensitive GLP-1R form; Potency, µM (highest dose often 45.6 µM), inactives show at the highest dose activation, usual class: activators; further: potency means the concentration at half of the fitted maximal effect; % of control where 0% means no effect
GLP1R cytotox = cytotoxic in the GLP-1 receptor inverse agonist counter-screen; HEK293 cAMP-luciferase reporter cells, luminescence, 24 h; AID 624418; 0.13% of 410,000 active; Potency, µM (doses to about 38.3 µM), for the others: at the top dose activity change, negative = inhibition, usual class: inhibitors;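 further: loss of luciferase light is scored as toxicity; potency means the concentration at half of the fitted maximal effect; on the % scale 0 is the no-effect control and ±100 the full control effect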
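Quantitative HTS format, 1536 wells, 200 cells/uL seeded. Compounds: 23 nL, 24 h, 37 °C. Detection: luciferase reagent, luminescence at 12 min RT; decreased signal taken as cytotoxic.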
* hit, by the source's call; i = inactive; ? = inconclusive; . = not tested or not shown; & = joins results of further samples; [ ] = remark or other dose. Unless noted, the call rests on the fitted dose curve; in most records, active means well fitted curve in the direction sought with a large enough effect; inconclusive means small, poorly fitted or top-dose-only effect, or another doubt; inactive means no such curve, though single readings can be large; an effect the other way counts as inactive or inconclusive. These rows are one share of the data; count on the stated rates, not on these rows.

Value order – GLP1R inv ag | EPAC1 antagonist | IL2 activator | PI5P4K alpha inh | EPAC1 ag | PTHR1 agonist | PLK1 PBD block | GLP1R ag | GLP1R cytotox
> COc1ccc(N2CCN(C3CCCN(C(=O)CSC)C3)CC2)cc1 (stereo not given)
  -12% | 0% | 0.9 | 6 | 14% | -50%[inhibitor] | -4% | -6% | 24%
> CC(=O)Nc1ccc(S(=O)(=O)NC2CCCCCC2)cc1
  13% | -2% | 0.0 | 1 | -1% | i | -19% | 8% | -2%
> CC(Sc1nncn1C)C(=O)Nc1ccc(N2CCCCC2)cc1 (stereo not given)
  0% | 15% | -0.2 | 5 | 16% | -39%[inhibitor] | 3% | -1% | -20%
> COCCNC(=O)Nc1ccc2nc(C)sc2c1
  2% | -14% | -1.8 | -15 | 10% | i | -19% | 3% | -4%
> CCOc1ccccc1CNC(=O)CCc1cn(C)c2ccccc12
  7.1µM* | 5% | -0.1 | 2 | -1% | -46%&-6%[inhibitor] | 3% | 9% | 11%&7%
> OC(COc1ccc2c(c1)OCO2)CN1CCCCC1 (stereo not given)
  19% | -8% | 1.7 | -6 | 1% | -19% | 4% | -3% | -11%
> CCCCN(C(=O)c1ccco1)c1c(N)n(CCC)c(=O)[nH]c1=O
  10% | -6% | -0.3 | 9 | 9% | ? | -13% | 1% | 2%
> Cc1ccc(S(=O)(=O)Nn2c(C)ccc2C)cc1
  7% | -9% | 0.6 | -58* | -2% | i | -19% | -9% | -8%
> Cc1ccc(S(=O)(=O)Cc2ccc(C(=O)NCc3cccs3)o2)cc1
  0% | -13% | -1.8 | -1 | 3% | -15%[57.5 µM] | -1% | -6% | -12%
> CCOc1ccccc1NC(=O)CN1C(=O)COc2ccc(Cl)cc21
  -22% | -10% | -2.4 | 0 | -4% | 1% | -17% | 10% | 4%
> CCN(CC)CCN1C(=O)C(O)=C(C(=O)c2ccc(C)o2)C1c1ccccn1 (stereo not given)
  0% | 5% | -1.6 | 4 | 0% | i | -5% | -1% | -7%
> Cc1c(N(C(=O)Nc2ccccc2)C2=NCC(C)S2)c(=O)n(-c2ccccc2)n1C (stereo not given)
  8% | -8% | -0.3 | -2 | -6% | i | -1% | -26% | -11%
> S=c1[nH]nc(-c2cccs2)n1/N=C/c1cn(-c2ccccc2)nc1-c1ccc(Cl)cc1
  14% | 20% | -2.9 | 3 | 10% | i | -14% | 15% | ?
> Cc1nc2sc(C(c3ccc(Cl)cc3)N3CCN(C(=O)c4ccco4)CC3)c(O)n2n1 (stereo not given)
  -16% | -19% | 2.7 | -3 | 0% | i | -5% | -6% | -16%
> CC(=O)c1c(N2CCOCC2)nc2ccc(Cl)cc2c1-c1ccccc1
  ? | -7% | -2.0 | 5 | 4% | -10% | 1% | 29% | ?
> Cc1ccc(OCC(=O)N/N=C\c2ccc(C)o2)c([N+](=O)[O-])c1
  1% | 5% | 5.5 | -5 | -1% | -14% | 12% | 10% | 1%
> CN(C(=O)CSc1nnc(-c2c[nH]c3ccccc23)o1)C1CCS(=O)(=O)C1 (stereo not given)
  14% | -10% | -2.4 | 5 | 0% | -3% | -9% | 9% | 0%
> CCC(=O)N1CCNC(=O)C1CC(=O)Nc1ccc(C)c(Cl)c1 (stereo not given)
  1% | -15% | -0.9 | 0 | -1% | -25% | -5% | -8% | -8%
> C=CCNc1nc(Nc2cc(Cl)ccc2OC)nc(OC)n1
  16% | -9% | -4.5 | 0 | 2% | i | -9% | 5% | 2%
> Cc1ccc(N=C(N)N=C(N)N)c(C)c1
  8% | -11% | -2.5 | -8 | 5% | -21% | -8% | -1% | 3%
> O=C(c1cccc(Oc2c(Cl)cccc2[N+](=O)[O-])c1)N1CCCCC1
  ? | 11% | -3.2 | 1 | 1% | -32%[inhibitor] | -12% | 25% | -4%
> CCOC(=O)c1ccc(N2C(=O)c3n[nH]c(C)c3C2c2ccccc2OC)cc1 (stereo not given)
  -4% | . | . | . | . | -6% | . | 2% | -10%
> Cc1cc(C)cc(COn2ccnc2)c1
  5% | 3% | -1.2 | 1 | 7% | i | 1% | 1% | 9%
> Cc1ccccc1C1NC(c2ccccc2C)C([N+](=O)[O-])C(C)(C)C1[N+](=O)[O-] (stereo not given)
  ? | ? | 0.2 | 11 | 19% | -10% | -11% | 7% | 0%
> CSc1cccc(NC(=S)N2CCC(N(C)C(C)C)CC2)c1
  -16%[0.307 µM] | 3% | -0.8 | -7 | 13% | i | -5% | -3% | 1%[0.307 µM]
> O=C(Nc1cccc(Cl)c1)c1cccc(Oc2ccc([N+](=O)[O-])cc2Cl)c1
  ? | -11% | -0.6 | 5 | 3% | -49%[inhibitor] | -11% | -3% | ?
> COc1ccc(/C=C(\C#N)C(=O)Nc2cccnc2)cc1
  -9% | -4% | 0.0 | 6 | -3% | i | 2% | 0% | -5%
> O=C(Nc1c2c(nn1-c1ccc(F)cc1)CS(=O)(=O)C2)C1CCCC1
  17% | 9% | -4.6 | 7 | -1% | -8% | -8% | -2% | 2%
> CCOC(=O)C1=C(C)C(c2ccc(OC)cc2)NC(=O)N1 (stereo not given)
  15% | 0% | 0.5 | -4 | -3% | -4% | 2% | 2% | -5%
> O=C(N=Nc1c(O)[nH]c2ccc(Cl)cc12)c1cc(-c2cccs2)nc2ccccc12
  1% | 11% | 0.9 | -9 | -9% | -18% | -5% | -20% | -3%
> COc1ccc(C(=S)N2CCN(C)CC2)cc1Br
  5% | 12% | -0.3 | 3 | 1% | -16%[57.5 µM] | 0% | 1% | -7%
> COc1cc(C(=O)NCc2nnc(SCC(=O)Nc3nccs3)o2)cc(OC)c1OC
  1% | 5% | -3.5 | 0 | 1% | i | -23% | 2% | 7%
> O=C(O)CCn1cnc2onc(-c3cc(F)cc(F)c3)c2c1=O
  2% | . | . | . | . | -2% | . | -4% | -8%
> COC(=O)c1c(NC(=O)c2ccccc2F)sc(C(=O)N2CCOCC2)c1C
  55%[activator] | 25% | -0.2 | -7 | 6% | -6% | 0% | 27% | -5%
> CC1(C(=O)N2CCC(CC3CC(c4cccc(Br)c4)=NO3)(C(=O)NCC3CCCCC3)CC2)CC1 (stereo not given)
  ? | -5% | -0.3 | -7 | -4% | -7% | -3% | -4% | 0%
> C=CCN1CCN(C(c2ccc(Cl)cc2)c2nnnn2CCc2ccc(OC)c(OC)c2)CC1 (stereo not given)
  -1% | 6% | -0.1 | -1 | -9% | i | -12% | 1% | -12%
> CCN(CC)C(=O)CSc1nc2cc3c(cc2c(=O)n1Cc1ccc2c(c1)OCO2)OCO3
  9% | 8% | -2.5 | -1 | -2% | -8%[57.5 µM] | -4% | -3% | -4%
> Cc1nc2ccccc2c2c1C(=O)N(c1ccc(C(=O)O)cc1)C2=O
  -26% | 10% | -2.1 | -2 | -3% | i | 2% | -1% | 1%
> CC[C@@H]1C=C(C(=O)O)[C@H](c2ccc3c(c2)OCO3)N1S(=O)(=O)c1ccc(C)cc1
  16% | -9% | -0.1 | 7 | -10% | i | 8% | -4% | 2%
> O[C@@H]1CN(Cc2cccs2)[C@@H](c2ccccc2)C[C@H]1n1cc(C2CC2)nn1
  -20% | -8% | -0.3 | 0 | -13% | -19% | -8% | 6% | -21%
> Cc1ccn2c(Nc3ccc4c(c3)OCCO4)c(-c3ccc(C)s3)nc2c1
  ? | . | . | . | . | -24% | . | 7% | -7%
> CCc1nnc(NC(=O)COc2ccc([N+](=O)[O-])cc2)s1
  -5% | 2% | 0.4 | -6 | 4% | -5% | -13% | 5% | -6%
> Cc1ccccc1S(=O)(=O)Cc1ccc(C(=O)N2CCN(c3cccc(C)c3C)CC2)o1
  4.5µM* | -10% | -0.7 | -1 | 2% | -29%[57.5 µM] | 0% | -18% | ?
> Cc1onc(-c2ccccc2Cl)c1C(=O)OCC(=O)c1ccc[nH]1
  -18% | -8% | -2.7 | -6 | -4% | -1% | 0% | 5% | -2%
> COc1ccccc1N1CCN(Cc2cc3c(cc2O)OCO3)CC1
  6% | -10% | 1.1 | 2 | -1% | -18% | -21% | 10% | -5%
> CCCCn1c(N)c(N(CCC(C)C)C(=O)c2cccc(S(=O)(=O)N3CCN(C)CC3)c2)c(=O)[nH]c1=O
  4% | 3% | -2.9 | 14 | 1% | i | 0% | 1% | 19%
> COCc1cc(=O)[nH]c(SCCS(=O)(=O)c2ccc(C)cc2)n1
  15% | 7% | 0.2 | 0 | 1% | 26% | -6% | 4% | 2%
> COc1cc2cc(CN(CCc3cccc(C)c3)C(=S)NCCCN3CCOCC3)c(=O)[nH]c2cc1OC
  ? | -20% | -2.9 | 21 | -4% | i | -10% | 23% | -21%
> COC(=O)N1CCN(c2ccc(C(C)=O)cc2)CC1
  0% | 12% | -1.5 | . | -6% | 0%[57.5 µM] | -4% | -6% | 3%
> COc1ccc(Cc2c(-c3ccc(F)cc3)nc3ccc(Br)cn23)c(C)c1
  14% | -14% | -0.4 | -5 | -9% | i | -1% | 0% | 1%
> CCNC(=O)OCC(CC)NC(=O)OCC(C)C (stereo not given)
  9% | 0% | -0.4 | 5 | -15% | i | -4% | 2% | 0%
> COc1ccc(S(=O)(=O)n2cnc3ccccc32)cc1OC
  2% | 10% | 1.3 | -3 | 3% | i | 1% | -5% | 4%
> Cc1cc(C)n(-c2ccc(-n3ccnc3)nn2)n1
  1% | 2% | 0.4 | . | 10% | -2%[57.5 µM] | -5% | 0% | 4%
> COc1ccc(C(=O)/C=C2/c3ccccc3CC(C)(C)N2C)cc1
  0% | 8% | -0.6 | . | 5% | -9% | -4% | 8% | -18%
> CC(C)(C)NC(=O)/C(=C\c1ccc(Br)cc1)NC(=O)c1cccs1
  ? | 2% | -1.7 | -2 | -24% | i | -2% | -22% | 7%
> COCCn1c(SCC(=O)Nc2cc(C)on2)nc2cc(Cl)ccc2c1=O
  5% | 6% | -2.6 | 2 | 10% | i | -3% | 2% | -18%
> COc1ccccc1NS(=O)(=O)c1cc(Cl)ccc1OC
  -26% | 1% | 1.2 | 3 | 5% | i | 4% | 1% | 11%
